Screening data as filed in PubChem BioAssay.
core dimer inh: HCV core protein dimerization inhibition; TR-FRET GST/Flag-core106 dimerization, 1536-well; inhibition, % at 5 µM; 300,000 tested, 0.33% active; AID 1899;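 active means inhibition above the mean of all tested compounds plus 3 SD, set per screening campaign, cut at about 45% in these data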
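Material: GST/Flag-tagged HCV core106 proteins. Incubation: 4 h, 22.5 °C incubation. Read-out basis: inhibition (%) from 671 over 617 nm ratio. Measured by: TR-FRET, excitation 340 nm, emission 617 and 671 nm.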
Efflux pump inh: blocks antifungal efflux pumps in multiplex yeast assay; 330,000 tested, 0.44% active; inhibition, % at 10 µM; S. cerevisiae Candida pump triplex, Nile Red efflux;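 active means plate passing quality check with inhibition over a set limit, or well fluorescence over plate mean plus 4 SD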;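 further: Nile Red retained in pooled yeast measured as flow cytometry median fluorescence; 0% = buffer negative control and 100% = Enniatin B positive control; higher means more Nile Red kept so more efflux inhibition; some compounds called inactive have numbers as strong as hits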
Fh CTSL1 inh: counter-screen for PFM18AAP inhibitors: inhibitors of F. hepatica cathepsin L1; inhibition, % at 5.96 µM; recombinant F. hepatica cathepsin L1, Z-Leu-Arg-MCA fluorescence; 300,000 tested, 0.49% active;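 active means inhibition above the mean of all tested compounds plus 3 SD, set per screening campaign, cut at about 17% in these data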;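 further: 0% = plate median of test compound wells and 100% = 1 µM Z-Phe-Ala-diazomethylketone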
PP5 primary: PP5 (human) phosphatase inhibition; P53041; purified PP5c, OMFP substrate fluorescence; inhibition, % at 6.7 µM; 320,000 tested, 0.18% active; AID 1987;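 active means inhibition above the campaign's mean inhibition across all tested compounds plus 3 SD, cut at about 9.5% in these data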;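 further: 0% = DMSO only and 100% = 100 µM cantharidin control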
JMJD2C inh: blocks human GASC-1 demethylase activity. Q9H3R0. GST-JMJD2C(1-420) H3K9me3 demethylation, DELFIA europium. inhibition, % at 2.35 µM. 330,000 tested, 0.069% active;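 active means more than half of a compound's replicate wells show inhibition beyond 50%, single wells judged on their own value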;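 further: signal counts dimethyl H3K9 product captured on neutravidin plate; 0% = median of DMSO wells and 100% = 0.3 times that DMSO median; strong numbers were not always called active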
Target sequence (Q9H3R0 1-420 limits assumed): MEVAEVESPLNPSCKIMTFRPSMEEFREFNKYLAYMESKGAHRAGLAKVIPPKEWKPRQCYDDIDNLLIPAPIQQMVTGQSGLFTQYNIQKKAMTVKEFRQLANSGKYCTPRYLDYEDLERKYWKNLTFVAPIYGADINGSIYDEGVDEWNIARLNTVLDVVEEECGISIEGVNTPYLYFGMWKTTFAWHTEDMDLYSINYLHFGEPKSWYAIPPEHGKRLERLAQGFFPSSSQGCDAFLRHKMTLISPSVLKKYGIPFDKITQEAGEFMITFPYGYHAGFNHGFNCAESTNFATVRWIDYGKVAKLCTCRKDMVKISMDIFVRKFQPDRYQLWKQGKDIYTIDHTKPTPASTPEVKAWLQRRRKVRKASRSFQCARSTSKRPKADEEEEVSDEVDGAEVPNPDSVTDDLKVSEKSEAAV
proCasp3 act: activates human procaspase-3 | AID 463141 | activation, % at 8.5 µM | 330,000 tested, 0.11% active | P42574 | recombinant procaspase-3 D3A, Ac-DEVD-pNA absorbance 405 nm;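 active means activation above the mean of all tested compounds plus 3 SD, cut at about 21% in these data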;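 further: 0% = DMSO alone and 100% = DMSO wells spiked with extra 5 µM PC-3 D3A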
Target sequence (P42574 whole entry D9A/D28A/D175A): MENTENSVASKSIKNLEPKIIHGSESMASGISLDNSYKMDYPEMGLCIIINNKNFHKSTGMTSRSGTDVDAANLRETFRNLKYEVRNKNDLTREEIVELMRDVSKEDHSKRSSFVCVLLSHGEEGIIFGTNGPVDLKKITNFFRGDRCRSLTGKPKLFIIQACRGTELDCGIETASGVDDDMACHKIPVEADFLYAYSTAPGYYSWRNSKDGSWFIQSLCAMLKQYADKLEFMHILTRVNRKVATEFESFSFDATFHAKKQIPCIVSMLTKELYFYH
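assay system = Procaspase-3 D3A mutant | signal = absorbance at 405 nm, 0 and 120 min | times = 1 h preincubation plus 2 h reaction at 25 °C | repeats = single replicate | read-out = % activation between DMSO and enzyme-spiked controls | medium = Zinc-free HEPES saline buffer with Triton X-100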
procasp7 counter: activates human procaspase-7, counter-screen for procaspase-3 activators; P55210; recombinant procaspase-7, Ac-DEVD-pNA absorbance 405 nm; D23A/D198A/D206A triple mutant, cannot self-cleave; scale: DMSO 0, 5 µM enzyme 100; activation, % at 8.5 µM; 330,000 tested, 0.093% active;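 active means percent activation above the screen-wide mean plus 3 SD, cut at about 25% in these data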
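Assay system: Uncleavable procaspase-7 mutant enzyme / Input: 2 µM procaspase-7 mutant as dispensed / Dosing: single nominal 8.5 µM compound dose, 0.8% DMSO final / Timing: 1 h enzyme–compound preincubation and 2 h substrate reaction, both 25 °C / Detection: p-Nitroaniline absorbance at 405 nm, read at 0 and 120 min / Replication: singlicate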
PP1 counter: counter-screen for PP5 inhibitors: inhibitors of human PP1-alpha; P62136; purified PP1alpha, OMFP fluorescence; inhibition, % at 6.7 µM; 320,000 tested, 0.9% active; AID 2235;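 active means inhibition above the mean inhibition of all tested compounds plus 3 SD, computed separately for each screening campaign, cut at about 15% in these data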
Target sequence (P62136 whole entry, looked up): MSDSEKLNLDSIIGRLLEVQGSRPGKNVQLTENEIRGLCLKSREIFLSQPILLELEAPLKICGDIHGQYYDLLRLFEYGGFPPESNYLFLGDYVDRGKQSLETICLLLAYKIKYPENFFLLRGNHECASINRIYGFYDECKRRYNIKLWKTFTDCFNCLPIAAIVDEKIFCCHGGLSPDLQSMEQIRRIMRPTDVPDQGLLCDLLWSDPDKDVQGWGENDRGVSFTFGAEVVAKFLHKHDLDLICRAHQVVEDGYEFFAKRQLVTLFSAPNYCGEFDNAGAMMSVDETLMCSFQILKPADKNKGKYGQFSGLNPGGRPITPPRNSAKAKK
TPT1 inh: inhibitors of Candida albicans tRNA 2'-phosphotransferase TPT1; recombinant caTPT1, FP RNA substrate dephosphorylation; inhibition, % at 5 µM; 300,000 tested, 0.81% active; AID 1962;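 active means inhibition above the mean of all tested compounds plus 3 SD, set per screening campaign, cut at about 24% in these data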;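 further: plate controls were DMSO alone for no effect and ferristatin control at 100 nM for full effect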
The depositor's hits bear a star; x = not tested or not shown. This is a random part of the collection; any-hit rate near 2.9%.

smiles,core dimer inh,Efflux pump inh,Fh CTSL1 inh,PP5 primary,JMJD2C inh,proCasp3 act,procasp7 counter,PP1 counter,TPT1 inh
Cc1cc(C)c(OCCOCCN(C)C)c(Br)c1,-8,-2.9,-1,-0.5,-4,2,-7,15,-4
Cc1ccccc1OCCN1C(=O)NC2(CCc3ccccc32)C1=O (stereo unspecified),3,0.0,-2,0.0,0,-1,7,-1,3
CSc1nnc(NC(=O)c2ccc(S(=O)(=O)N(C)C)cc2)s1,-8,-0.4,-3,1.4,-13,-7,-9,0,-1
O=C(Nc1ccc(C(=O)N2CCOCC2)cc1)c1ccc([N+](=O)[O-])cc1,5,0.1,-3,0.5,-12,2,8,-4,-1
N#Cc1c(N)oc(-c2ccco2)c1-c1ccco1,-17,0.0,4,-1.4,6,-10,-8,-4,2
CC(Sc1nnc(Nc2ccccc2)s1)C(=O)Nc1nc(-c2ccccc2)cs1 (stereo unspecified),13,-0.1,3,-0.4,-6,12,6,1,6
COc1ccc(N(CC(=O)NCCSCc2c(F)cccc2Cl)S(C)(=O)=O)cc1OC,-1,-0.1,-3,1.0,-6,0,0,0,3
CCCCCc1ccc(C(=O)CCCC)c(=S)[nH]1,4,0.2,7,0.8,1,-9,7,-3,-4
CCOc1ccc2c(c1)C(c1ccccc1)=NNC(c1ccccc1)=N2,2,-0.1,7,-1.0,-2,5,7,1,0
COc1ccc(C(=O)Nc2ccccn2)cc1,-5,-0.1,-2,-1.2,22,6,18,-1,-6
CC(C(=O)c1ccc(-c2ccccc2)cc1)[n+]1cccc(Br)c1 (stereo unspecified),-6,0.3,1,0.2,-25,-1,-3,4,-5
CC1=CN2C(=N)/C(=C\c3cn(CCCOc4ccccc4)c4ccccc34)C(=O)N=C2S1,14,0.1,2,-0.8,-7,-3,-18,0,0
COc1ccccc1CCNC(=O)C(=O)NCC1OCCN1C(=O)c1ccc(Cl)cc1 (stereo unspecified),-6,-0.1,2,1.9,-9,-2,-2,-2,-4
Cc1ccc(OCC(=O)Nc2ccc(CN3CCOCC3)cc2)cc1,6,-0.2,-1,-1.3,-5,-2,1,-4,-1
O=C(O)C1=C(C(=O)Nc2cccc(C(F)(F)F)c2)CCCC1,4,0.0,1,1.2,-10,-6,3,-3,4
COc1ccc(CCN(C)C(=O)C2CCN(Cc3ccccc3)CC2)cc1OC,8,-0.1,-3,-0.4,-35,-4,5,1,0
O=C(CSc1nc2cc(Cl)ccc2s1)c1ccco1,-2,-0.1,-4,-0.1,4,-6,-3,2,1
O=C1C=C(Nc2ccc(F)cc2)c2ccccc2C1=O,x,-0.1,x,2.8,-1,1,7,1,x
CC(C)Oc1ccc(/C=C(/NC(=O)c2ccccc2)C(=O)NC(Cc2ccccc2)C(=O)O)cc1 (stereo unspecified),-2,-0.3,11,1.5,-20,-15,-8,-1,5
COCCCNC(=O)COC(=O)c1ccc(-c2nc3ccccc3s2)s1,2,-0.1,2,-1.7,-3,9,5,1,0
Cc1ccc(OCC(=O)OC(C)CN2CCCCC2)cc1 (stereo unspecified),4,0.0,-2,0.2,2,-11,8,-2,1
COc1ncc(C2=CC(=O)CC(C)(C)C2)cn1,x,-0.1,x,0.8,3,12,0,-1,x
COC(=O)[C@H](C)NC(=O)Nc1cccc(C(F)(F)F)c1,2,-0.2,0,0.0,1,-6,4,-5,2
O=C(NCCc1c[nH]c2ccccc12)c1ccc(-n2cnnn2)cc1,6,0.0,-4,2.8,-13,-3,0,0,5
Cc1nc(Cl)sc1C(=O)Nc1cccc2ccccc12,-9,0.3,-1,1.9,-2,1,6,2,-3

Some of the entries so far, with values under each structure.
Each structure is followed by: core dimer inh, Efflux pump inh, Fh CTSL1 inh, PP5 primary, JMJD2C inh, proCasp3 act, procasp7 counter, PP1 counter, TPT1 inh
O=C(CSc1nc2cc(Cl)ccc2s1)c1ccco1
  -2, -0.1, -4, -0.1, 4, -6, -3, 2, 1
O=C1C=C(Nc2ccc(F)cc2)c2ccccc2C1=O
  x, -0.1, x, 2.8, -1, 1, 7, 1, x

The listing continues.
smiles,core dimer inh,Efflux pump inh,Fh CTSL1 inh,PP5 primary,JMJD2C inh,proCasp3 act,procasp7 counter,PP1 counter,TPT1 inh
Cc1ccc(-c2nnn(CC(=O)N(Cc3ccccc3F)C(C(=O)NC3CCCC3)c3ccncc3)n2)o1 (stereo unspecified),3,0.0,3,-1.4,46,3,1,-1,7
CC(=O)Nc1ccc(NC(=O)Cc2ccc(F)cc2)cc1,-3,1.1*,-10,1.6,6,0,-2,-2,1
COC(=O)C(C)Oc1ccc2c3c(c(=O)oc2c1)CCCCC3 (stereo unspecified),4,-0.2,-1,3.8,-2,3,-5,-8,0
O=C(Cn1nc2ccccc2n1)N/N=C/c1cc([N+](=O)[O-])ccc1O,0,0.0,7,-1.3,12,-3,-4,2,-5
CCOc1ccc(NC(=O)c2ccccc2OCC(=O)c2ccccc2)cc1,3,-0.2,2,6.1,9,-1,-1,5,-2
CCn1c(Cc2ccccc2)nnc1SCc1cccc(C(=O)O)c1,-2,-0.1,-4,0.9,5,9,8,0,-1
Cc1cc(C)cc(OCC(=O)OCC(=O)Nc2cc(S(=O)(=O)N3CCOCC3)ccc2Cl)c1,x,0.2,x,x,2,-4,7,x,x
Cc1cc(C(=S)N2CCOCC2)c(C)n1-c1ccc(F)cc1,7,-0.2,3,2.2,12,-5,-8,0,1
COc1ccc(-c2ccnc(-c3ccc(OCCCF)cc3)n2)cc1,2,0.1,-2,3.3,-26,-4,-1,-4,-5
Cc1cc(N2C(=O)CC(Cc3ccc(Cl)cc3)C2=O)no1 (stereo unspecified),-2,0.0,0,1.3,-4,9,1,-3,0
Cc1ccc(S(=O)(=O)N(C)C)cc1NC(=O)C(C)OC(=O)c1cc[n+]([O-])cc1 (stereo unspecified),x,0.1,x,x,0,11,2,x,x
Cc1ccc(S(=O)(=O)Nc2ccccc2)cc1C(=O)N1CCCC1,0,0.1,-1,4.0,3,-1,5,-1,-1
CS(=O)(=O)c1ccc2sc(NC(=O)c3cc4ccccc4o3)nc2c1,1,-0.1,6,-0.4,-3,-4,5,-5,0
Cc1ccc(CSCC(=O)Nc2ccc(N3CCOCC3)cc2N2CCOCC2)cc1,-4,0.0,-3,-1.0,-4,15,1,-7,0
COC(=O)c1c(NC(=O)CN2CCC3(O)CCCCC3C2c2ccc(OC)cc2OC)sc(C)c1C (stereo unspecified),41,-0.5,2,1.1,11,-18,-38,7,10
Cc1nn(-c2nc(-c3ccco3)cc(C(F)(F)F)n2)c(C)c1Br,1,-0.1,-1,-0.2,-1,6,11,-2,-3
CCCn1c(=O)c(C(=O)NCc2ccncc2)c(O)c2ccccc21,-2,0.1,-4,2.4,15,10,-2,1,-4
CCCCc1nnc(NC(=O)CN2C(=O)C3CCCCC3C2=O)s1 (stereo unspecified),1,0.1,7,0.4,30,-2,-6,-5,2
COc1ccc(CCNC(=S)NC(=O)c2cccc([N+](=O)[O-])c2)cc1OC,-9,0.0,0,1.3,-2,-1,-1,1,-1
Cc1cc(C(F)(F)F)nn1CC(=O)NNC(=S)Nc1ccc(Cl)cc1,0,0.1,6,2.5,-3,7,-5,0,-2
O=C(NCC1CCCO1)c1onc(CSc2ccccc2F)c1C(=O)O (stereo unspecified),3,x,2,-1.2,3,7,0,-1,-1
O=C1Cc2cc(NS(=O)(=O)c3ccc(F)cc3)cc3c2N1CCC3,1,-0.1,2,0.4,20,10,3,-3,-5
NC(=O)C1(N2CCCCC2)CCN(C2CC(=O)N(Cc3ccc(N4CCCC4=O)cc3)C2=O)CC1 (stereo unspecified),-8,0.0,-1,0.4,2,-17,-30,-2,-5
COc1cccc(NC(=O)c2cccs2)c1,-4,-0.1,4,1.6,1,-2,0,-3,-2
CC1=NN(C(N)=S)C(=O)C1N=Nc1c(Cl)cc([N+](=O)[O-])cc1Cl (stereo unspecified),7,0.0,4,1.7,3,-2,-19,3,-1
CCOC(=O)C1(Cc2cccc(OC)c2)CCN(Cc2cccn2-c2ccccn2)CC1,0,-0.1,-1,2.1,-7,-1,1,1,-2
CCOC(=O)c1ccccc1NC(=O)CN1C(=O)c2ccccc2S1(=O)=O,2,-0.1,0,-1.0,8,15,-2,-2,0
C/C(=N\NC(=O)C(O)c1ccccc1)c1ccc(Br)s1 (stereo unspecified),-7,0.1,1,0.6,-8,3,4,-1,0
O=C1c2ccccc2S(=O)(=O)N1CCS(=O)(=O)c1ccc(F)cc1,-10,0.1,-1,1.6,-6,-6,3,-1,-6
NC(=O)C1CCN(C(=O)CNC(=O)c2ccc(Br)o2)CC1,-1,0.1,-4,-1.8,1,5,8,-3,0
CN(C)C(CNc1ccc([N+](=O)[O-])cc1C#N)c1ccccc1 (stereo unspecified),-2,0.0,7,1.4,-5,-20,-36,5,-6
CCOC(=O)c1c(C)c(C(=O)Nc2ccc3c(c2)OCO3)c(C)n1C,3,0.1,7,-2.1,-3,6,-3,-3,0
O=C1CC(C(=O)Nc2ccccc2)S/C(=N\NC(=O)c2ccccc2Cl)N1 (stereo unspecified),2,0.0,-2,-4.6,-8,2,1,-2,2
COc1ccc(NC(=O)c2c(NC(=O)CNCC(C)C)sc3c2CCC3)c(OC)c1,-6,0.1,1,5.3,7,3,6,-1,2
COc1ccc(OCCN2CCN(C(=O)c3ccc(OC)cc3)CC2)cc1,-2,0.2,-2,2.3,15,6,6,6,0
COCCCNC(=O)c1cccc(OC)c1OC,1,0.1,0,1.8,2,-1,1,-4,-3
Cc1[nH]c2ccccc2c1/C=N/NC(=O)CCC(=O)Nc1ccccc1,-4,0.0,-2,2.6,6,-4,-4,1,5
COc1ccc(C)cc1S(=O)(=O)N(CC(=O)O)c1ccccc1,-2,0.0,4,-1.3,-6,6,3,-2,-1
COc1ccc(NC(=O)COC(=O)c2ccc(N3CCCC3=O)cc2)cc1OC,-1,0.3,-3,2.6,-11,8,8,-7,2
COCCn1c(SCC(=O)Nc2ccccc2OC)nc2ccccc21,-4,0.0,0,2.2,-4,-1,3,0,0
COc1cccc(-n2cnnc2SCC(=O)NC2CC2)c1,x,0.0,x,1.6,2,5,4,-5,x
COc1ccc(N=Cc2cccc(C)c2O)cc1Cl,-2,0.0,4,-3.2,38,2,-4,-3,-1

Retrieved one by one from above, 2 records:
smiles,core dimer inh,Efflux pump inh,Fh CTSL1 inh,PP5 primary,JMJD2C inh,proCasp3 act,procasp7 counter,PP1 counter,TPT1 inh
COc1ccc(NC(=O)COC(=O)c2ccc(N3CCCC3=O)cc2)cc1OC,-1,0.3,-3,2.6,-11,8,8,-7,2
COCCn1c(SCC(=O)Nc2ccccc2OC)nc2ccccc21,-4,0.0,0,2.2,-4,-1,3,0,0
